Source: PubChem BioAssay
KLF5 inh = inhibitors of KLF5 expression. DLD-1 KLF5 promoter-luciferase reporter, luminescence. inhibition, % at 5 µM. actives 0.23% (n = 290,000);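 active means inhibition above a per-plate limit of that plate's mean compound inhibition plus 3 SD, cut at about 60% in these data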;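 further: 0% = DMSO wells and 100% = LY294002 at 200 µM; higher means less KLF5 promoter-driven luciferase light; inactives centre near -14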
Platelet DG rel = platelet dense granule release activity; human platelet-rich plasma, SFLLRN dense granule ATP release, luminescence; inhibition, %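 (compounds screened at 7.5 µM in platelet-rich plasma)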; actives 0.22% (n = 300,000); AID 1663;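 active means mean replicate score, as percent of positive control, at or above 50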
HSF1 inh = HSF1 inhibition; NIH3T3-HGL HSE-luciferase, MG132-induced, luminescence 8 h; hits give low values; activity change, negative = inhibition, % at 7.5 µM (by protocol); actives 0.77% (n = 300,000);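 active means more than half of replicate wells show activity change below -50%, luminescence cut by over half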;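 further: luciferase reports HSF-1 transcriptional activity via heat shock element; 0% = median of DMSO wells and -100% = zero luminescence signal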
HSP90 refold inh = HSP90 refolding inhibition in rabbit reticulocyte lysate | luciferase refolding luminescence, 3 h | inhibition, % at 5.6 µM | actives 0.91% (n = 290,000);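 active means inhibition above the screen-wide mean plus 3 SD, computed separately per campaign, cut at about 16% in these data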;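 further: 0% = DMSO wells and 100% = 60 µM geldanamycin wells; inhibitors lower the luminescence because luciferase stays unfolded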
Dyrk1A ADPGlo = blocks rat Dyrk1A kinase activity; inhibition, % at 12.5 µM; actives 0.43% (n = 310,000); AID 504441; ADP-Glo luminescence, NFATc1 peptide; in the data active means inhibition above about 50%;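 further: plate controls were vehicle with enzyme for no effect and no enzyme for full effect; many of its hits are not listed in these tables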
aSyn 5UTR inh = MLPCN primary screen, SNCA 5' untranslated region; alpha-synuclein 5'UTR reporter, inhibitor activity; inhibition, % (tested at 7.5 µM); actives 0.82% (n = 300,000); AID 1813; in the data active means inhibition above about 60%;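 further: H4 neuroglioblastoma cells stably carrying SNCA 5'UTR luciferase fusion; 0% = DMSO wells and 100% = positive control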
GSK3A inh = human GSK-3 alpha kinase inhibition; ADP-Glo luminescence, 60 min; P49840; inhibition, % at 10 µM; AID 2650; actives 0.1% (n = 320,000);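 in the data active means inhibition above about 50%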;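 further: GST-tagged GSK-3 alpha with peptide substrate and 25 µM ATP; 0% = DMSO neutral wells and 100% = GW8510 positive control wells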
Target sequence (P49840 whole entry, looked up): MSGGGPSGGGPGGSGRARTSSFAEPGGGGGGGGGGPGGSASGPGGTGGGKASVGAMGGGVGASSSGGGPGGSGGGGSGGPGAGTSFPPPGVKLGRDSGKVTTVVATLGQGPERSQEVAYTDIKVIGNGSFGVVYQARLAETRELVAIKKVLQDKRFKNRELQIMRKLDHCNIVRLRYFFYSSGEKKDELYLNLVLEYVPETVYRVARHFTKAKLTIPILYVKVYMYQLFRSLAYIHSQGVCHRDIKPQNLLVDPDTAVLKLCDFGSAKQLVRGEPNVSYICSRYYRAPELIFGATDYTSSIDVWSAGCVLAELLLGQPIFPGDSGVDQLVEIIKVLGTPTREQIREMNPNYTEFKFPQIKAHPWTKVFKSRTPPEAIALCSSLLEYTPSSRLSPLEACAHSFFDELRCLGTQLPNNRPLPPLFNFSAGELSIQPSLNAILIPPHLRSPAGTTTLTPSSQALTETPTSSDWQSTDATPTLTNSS
GSK3B inh = inhibitors of human GSK3beta kinase; GST-GSK3beta kinase, ADP-Glo luminescence, 60 min; hits give low values; actives 0.038% (n = 300,000); activity score (negative = inhibition), % at 10 µM;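 active means more than half of replicate wells score below -50%, meaning over 50% inhibition versus plate controls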;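 further: 0% = median DMSO wells and -100% = median GW8510 positive control wells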
Target sequence (P49841 whole entry, looked up): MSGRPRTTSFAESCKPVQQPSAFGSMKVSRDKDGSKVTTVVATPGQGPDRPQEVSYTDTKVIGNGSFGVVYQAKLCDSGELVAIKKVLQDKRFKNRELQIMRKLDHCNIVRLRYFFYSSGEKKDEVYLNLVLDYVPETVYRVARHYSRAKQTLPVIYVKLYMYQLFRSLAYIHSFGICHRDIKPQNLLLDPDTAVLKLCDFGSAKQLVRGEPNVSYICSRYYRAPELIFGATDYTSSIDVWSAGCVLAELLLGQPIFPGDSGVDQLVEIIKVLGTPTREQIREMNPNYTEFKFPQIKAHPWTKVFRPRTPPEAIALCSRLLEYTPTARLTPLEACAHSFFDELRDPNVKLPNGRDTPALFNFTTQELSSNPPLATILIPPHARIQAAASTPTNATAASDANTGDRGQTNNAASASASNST
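Test system – GST-tagged human GSK3beta kinase, cell-free · Incubation – 60 min enzyme reaction, room temperature · Signal – ADP-Glo luminescence · Also added – peptide substrate and ATP at 25 µM · Controls – DMSO neutral wells and GW8510 at 20 µM as positive · Buffer or medium – Tris/MgCl2 kinase buffer · Measure – Luminescence-derived activity versus plate DMSO and GW8510 wells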
HSF1 activator = increases HSF-1 driven luciferase reporter signal | NIH3T3-HGL HSF-1 luciferase reporter, MG132, 8 h; 100% = twice DMSO control signal | activation, % at 9 µM | actives 1.7% (n = 300,000);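 active means mean replicate activation of at least 50% with a set share of replicates each reaching 50%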;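 further: 0% = median of the neutral control wells and 100% = twice that signal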
IEC-6 cytotox = IEC-6 cytotoxicity, counter-screen for KLF5 inhibitors; luminescence viability; inhibition, % at 5 µM; actives 0.78% (n = 290,000); in the data active means inhibition above about 22%;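 further: 0% = plate median of test compound wells and 100% = cytotoxic reference compound wells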
The depositor's hits bear a star; nt = no result given.

| SMILES | KLF5 inh | Platelet DG rel | HSF1 inh | HSP90 refold inh | Dyrk1A ADPGlo | aSyn 5UTR inh | GSK3A inh | GSK3B inh | HSF1 activator | IEC-6 cytotox |
| --- | --- | --- | --- | --- | --- | --- | --- | --- | --- | --- |
| COCCCNC(=O)c1cccc(OC)c1OC | -29 | 5 | -8 | 1 | -6 | -6 | 2 | 3 | 8 | 1 |
| COc1ccc(OCCN2CCN(C(=O)c3ccc(OC)cc3)CC2)cc1 | 4 | -7 | 1 | -3 | 1 | 10 | -1 | 2 | 3 | -3 |
| O=C1c2ccccc2S(=O)(=O)N1CCS(=O)(=O)c1ccc(F)cc1 | -44 | 2 | 4 | -1 | 2 | -18 | -3 | -5 | 25 | -4 |
| NC(=O)C1CCN(C(=O)CNC(=O)c2ccc(Br)o2)CC1 | nt | -3 | 1 | nt | nt | 6 | -4 | 0 | -2 | nt |
| CN(C)C(CNc1ccc([N+](=O)[O-])cc1C#N)c1ccccc1 (centres undefined) | -40 | 18 | 5 | 1 | 1 | -24 | 0 | -2 | 3 | -5 |
| CCOC(=O)c1c(C)c(C(=O)Nc2ccc3c(c2)OCO3)c(C)n1C | -26 | -6 | 36 | -2 | -2 | -36 | 1 | 2 | 71* | -2 |
| CCOC(=O)c1ccccc1NC(=O)CN1C(=O)c2ccccc2S1(=O)=O | 1 | -3 | -3 | -6 | 11 | 5 | -3 | -2 | 10 | -3 |
| CCOC(=O)C1(Cc2cccc(OC)c2)CCN(Cc2cccn2-c2ccccn2)CC1 | -9 | -8 | nt | 1 | 2 | 7 | -1 | 1 | nt | 1 |
| CC1=NN(C(N)=S)C(=O)C1N=Nc1c(Cl)cc([N+](=O)[O-])cc1Cl (centres undefined) | -89 | -2 | 2 | 6 | 29 | -55 | -3 | -2 | 8 | -13 |
| C/C(=N\NC(=O)C(O)c1ccccc1)c1ccc(Br)s1 (centres undefined) | -5 | 8 | -5 | -1 | -1 | -26 | 2 | -2 | 23 | 4 |
| Cc1cc(C(F)(F)F)nn1CC(=O)NNC(=S)Nc1ccc(Cl)cc1 | -34 | 2 | 8 | 2 | 4 | -7 | 1 | -5 | 2 | 0 |
| COc1ccc(CCNC(=S)NC(=O)c2cccc([N+](=O)[O-])c2)cc1OC | -15 | -2 | -11 | 4 | nt | 2 | 0 | 1 | -25 | 8 |
| COc1cccc(NC(=O)c2cccs2)c1 | -32 | 13 | 13 | -4 | 25 | -155 | -1 | 1 | 16 | 0 |
| NC(=O)C1(N2CCCCC2)CCN(C2CC(=O)N(Cc3ccc(N4CCCC4=O)cc3)C2=O)CC1 (centres undefined) | -14 | -1 | -7 | -1 | -2 | 5 | 1 | -2 | -1 | -3 |
| O=C1Cc2cc(NS(=O)(=O)c3ccc(F)cc3)cc3c2N1CCC3 | nt | -1 | 3 | nt | 15 | -4 | -2 | 1 | -6 | nt |
| O=C(NCC1CCCO1)c1onc(CSc2ccccc2F)c1C(=O)O (centres undefined) | -38 | -3 | 0 | 1 | 3 | -11 | -6 | 3 | -15 | 7 |
| Cc1ccc(CSCC(=O)Nc2ccc(N3CCOCC3)cc2N2CCOCC2)cc1 | nt | -16 | 2 | nt | 5 | -6 | 0 | 3 | 15 | nt |
| Cc1ccc(S(=O)(=O)Nc2ccccc2)cc1C(=O)N1CCCC1 | -26 | 1 | -5 | -1 | 5 | 3 | -1 | 1 | 20 | -4 |
| CS(=O)(=O)c1ccc2sc(NC(=O)c3cc4ccccc4o3)nc2c1 | -22 | 1 | 23 | -2 | 4 | -96 | -1 | 0 | 26 | 5 |
| Cc1cc(N2C(=O)CC(Cc3ccc(Cl)cc3)C2=O)no1 (centres undefined) | -12 | -1 | -2 | -5 | -2 | 19 | 0 | -2 | 4 | 3 |
| CCCCc1nnc(NC(=O)CN2C(=O)C3CCCCC3C2=O)s1 (centres undefined) | nt | -7 | -1 | nt | 4 | 0 | 0 | -24 | -13 | nt |
| CCCn1c(=O)c(C(=O)NCc2ccncc2)c(O)c2ccccc21 | -16 | -1 | 1 | 4 | 2 | -4 | -3 | 1 | 6 | 9 |
| Cc1nn(-c2nc(-c3ccco3)cc(C(F)(F)F)n2)c(C)c1Br | -38 | -3 | -8 | -3 | 2 | -9 | -3 | -2 | 8 | -4 |
| COC(=O)c1c(NC(=O)CN2CCC3(O)CCCCC3C2c2ccc(OC)cc2OC)sc(C)c1C (centres undefined) | 14 | -8 | -5 | 1 | 2 | -20 | -2 | -2 | 0 | 2 |
| COc1ccc(-c2ccnc(-c3ccc(OCCCF)cc3)n2)cc1 | 9 | 7 | -8 | 3 | nt | -51 | -2 | -3 | -23 | 0 |
| Cc1cc(C(=S)N2CCOCC2)c(C)n1-c1ccc(F)cc1 | -26 | -7 | 3 | -3 | 2 | 1 | -1 | -3 | -3 | 0 |
| CCn1c(Cc2ccccc2)nnc1SCc1cccc(C(=O)O)c1 | -61 | 5 | -13 | 4 | 1 | 12 | 0 | -2 | 4 | -7 |
| O=C(Cn1nc2ccccc2n1)N/N=C/c1cc([N+](=O)[O-])ccc1O | 9 | 2 | -53* | -3 | 3 | 6 | 0 | 4 | -63 | 1 |
| CCOc1ccc(NC(=O)c2ccccc2OCC(=O)c2ccccc2)cc1 | -39 | 6 | 10 | -4 | -2 | -83 | -2 | 0 | -13 | -2 |
| Cc1ccc(-c2nnn(CC(=O)N(Cc3ccccc3F)C(C(=O)NC3CCCC3)c3ccncc3)n2)o1 (centres undefined) | -13 | 2 | -2 | -1 | 1 | -20 | 1 | -4 | -14 | -1 |
| Cc1nc(Cl)sc1C(=O)Nc1cccc2ccccc12 | 16 | -2 | 4 | 3 | 3 | -8 | -1 | -4 | -6 | -2 |
| COC(=O)C(C)Oc1ccc2c3c(c(=O)oc2c1)CCCCC3 (centres undefined) | -8 | 2 | -4 | 0 | 3 | -2 | -1 | 4 | 14 | -3 |
| Cn1ncc([N+](=O)[O-])c1C(=O)n1nnc2ccccc21 | 6 | nt | nt | 5 | 0 | nt | nt | nt | nt | 3 |
| CC(=O)Nc1ccc(NC(=O)Cc2ccc(F)cc2)cc1 | -10 | 1 | 8 | -1 | nt | 2 | 2 | 0 | 15 | 1 |
| Cc1ccc(OCC(=O)OC(C)CN2CCCCC2)cc1 (centres undefined) | -25 | -2 | -1 | 3 | nt | -5 | -1 | -1 | -10 | -3 |
| COCCCNC(=O)COC(=O)c1ccc(-c2nc3ccccc3s2)s1 | -44 | 26 | 10 | 5 | -3 | -68 | 0 | 4 | 21 | -1 |
| O=C(NCCc1c[nH]c2ccccc12)c1ccc(-n2cnnn2)cc1 | 1 | 1 | -3 | 0 | 15 | 9 | 0 | -4 | 8 | -1 |
| COC(=O)[C@H](C)NC(=O)Nc1cccc(C(F)(F)F)c1 | -27 | 1 | 0 | 0 | 1 | 7 | 0 | 1 | 1 | -7 |
| CN1/C(=C/C2CC(=O)NC2=O)C(C)(C)c2ccccc21 (centres undefined) | -21 | nt | nt | 3 | -9 | nt | 65* | nt | nt | 1 |
| CC1(C)CC(=O)C(N=Nc2ccc3ncsc3c2)=C(O)C1 | -44 | 8 | 26 | -6 | -1 | -58 | -2 | -1 | 37 | -1 |
| CN(C)CCCN1C(=O)CSC1c1ccc([N+](=O)[O-])cc1 (centres undefined) | 14 | 23 | -4 | 4 | 20 | 18 | -2 | 4 | 9 | 7 |
| CN(C(=O)n1cnc2ccccc21)c1ccccc1 | -26 | 15 | -5 | 1 | -4 | 3 | -1 | 1 | 4 | -4 |
| Cc1ccc(C)c(N(CC(=O)Nc2cc(Cl)ccc2Oc2ccccc2)S(C)(=O)=O)c1 | -34 | 7 | 3 | 4 | -3 | 38 | 0 | 2 | 16 | 1 |
| CCOc1ccccc1N1CCN(C(=O)c2cc3c(C)cc(C)cc3[nH]2)CC1 | -13 | -1 | 2 | -2 | 1 | 7 | 2 | -1 | 4 | 2 |
| COc1ccccc1-n1c(-c2ccc(Cl)cc2)c[nH]c1=S | -29 | 13 | 1 | -2 | -4 | -23 | -3 | 1 | 4 | -8 |
| CCN(CC)c1ccc(/C=N/N2CCN(Cc3ccc(C)cc3C)CC2)c(O)c1 | -13 | 0 | -4 | -4 | 5 | -11 | -2 | -1 | -12 | -6 |
| COc1ccc(/C=C/C(=O)N(C(C)C)C(C)C)cc1Br | -14 | -3 | 55 | -1 | 3 | -60 | 5 | -1 | 99* | -3 |
| CC1(C)CC(=O)C(N=Nc2ccc(F)cc2)=C(O)C1 | -80 | 0 | 3 | 5 | 6 | -21 | -1 | -4 | 17 | -2 |
| Cc1onc(-c2c(F)cccc2Cl)c1C(=O)Nc1cccc(S(=O)(=O)NCc2ccco2)c1 | 12 | 1 | 9 | 3 | 4 | -1 | 0 | 2 | 16 | 2 |
| COc1ccccc1CN1CC(C(=O)NCc2nccn2C)CCC1=O (centres undefined) | -17 | 8 | -5 | -4 | -1 | 16 | -7 | 4 | -2 | 4 |
| NC(=O)N1CCC2(CC1)NC(=O)N(c1ccccc1)N2 | -27 | 11 | 5 | 2 | 0 | 9 | -2 | 3 | -7 | -1 |
| O=C(Nc1cc(C(F)(F)F)ccc1-n1cncn1)c1ccc(Cl)cc1 | -39 | -2 | -2 | -1 | 3 | 31 | -3 | 0 | 1 | 1 |
| O=C(c1ccc(-c2ccccc2Cl)o1)N1CCN(c2ccccc2O)CC1 | nt | 12 | 7 | nt | -1 | 0 | 0 | -4 | 3 | nt |
| CCc1cccc(CC)c1NC(=O)COC(=O)c1ccc2c(c1)S(=O)(=O)c1ccccc1C2=O | -4 | -5 | 6 | 0 | 2 | 11 | 6 | 0 | -6 | 0 |
| COC(=O)C1CC(Cl)CN1c1ncc(C(F)(F)F)cc1Cl (centres undefined) | -7 | 6 | 9 | 1 | -1 | 21 | -1 | -3 | 6 | -3 |
| Cc1cc(Br)c(OCC(=O)NN)c2c1CCC2 | -39 | -15 | 3 | -2 | nt | -7 | -4 | -5 | -1 | -6 |
| O=C(c1ccc(Cl)c(Cl)c1)N1CCN(c2ccccn2)CC1 | -17 | 7 | -2 | 0 | nt | -2 | 0 | 0 | 3 | 4 |
| CC1(C)CC(=O)C(C2(O)C(=O)Nc3ccccc32)CO1 (centres undefined) | -41 | nt | nt | -3 | -6 | nt | 0 | -25 | nt | 9 |
| CN(C)Cc1c(O)ccc2c(-c3ccccc3)cc(=O)oc12 | 13 | -2 | -6 | 0 | -1 | 15 | -3 | 1 | 1 | -5 |
| Cn1cc(S(=O)(=O)N2CCc3ccccc3C2)c(=O)n(C)c1=O | -9 | -6 | 0 | -1 | -1 | 0 | -2 | 5 | 0 | -2 |
| O=C(NCC(c1ccco1)N1CCc2ccccc2C1)c1cccc(Br)c1 (centres undefined) | nt | -1 | -1 | nt | 12 | 7 | 3 | -10 | 3 | nt |
| CCOC(=O)c1[nH]c(C)c(C(=O)N(C)C)c1C | -22 | 11 | -8 | -6 | -3 | 0 | -1 | 0 | 4 | -5 |
| CCOc1ccc(N(CC(=O)Nc2cc(C)ccc2C)S(=O)(=O)c2c(C)[nH]c(=O)[nH]c2=O)cc1 | 5 | 15 | -10 | 4 | 1 | -7 | -3 | 7 | -5 | 0 |

Some of the compounds tested; rates above refer to the full screens.
